# BAZ2B block = qHTS Assay for Inhibitors of BAZ2B | Bromodomain adjacent to zinc finger domain protein 2B (Homo sapiens), Q9UIF8 | AlphaScreen BAZ2B-H3K14Ac peptide displacement | Potency, µM (doses to about 114 µM), without a hit: top-dose activity change, negative = inhibition, usual class: inhibitors | actives 4.4% (n = 360,000); further: potency means the concentration at half of the fitted maximal effect; on the % scale 0 is the no-effect control and ±100 the full control effect; nearly all actives have a fitted effect of over 60% in size
#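 BAZ2B (50 nM) with biotin-H3(5-23)K14Ac peptide (50 nM) in PBS pH 7.4, 0.01% Tween-20, preformed 30 min, then compound 30 min at room temperature; top concentration 110uM. AlphaScreen streptavidin donor/nickel chelate acceptor beads (10 ug/mL final), 20 min dark, signal read.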
# RGS4 inhibitor = Inhibitors of Regulator of G Protein Signaling (RGS) 4: qHTS; Transcreener GDP fluorescence polarization, RGS4-accelerated GTP hydrolysis; Potency, µM (doses to about 114 µM), for the others: at the top dose activity change, negative = inhibition, hits mostly inhibitors; AID 504845, 2011; Regulator of G-protein signaling 4 (Homo sapiens), P49798; actives 0.039% (n = 390,000); further: potency means the concentration at half of the fitted maximal effect; on the % scale 0 is the no-effect control and ±100 the full control effect; nearly all actives have a fitted effect of over 75% in size; some results filed as inactive show a strong effect at the top dose
#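 MLSMR compounds (23 nl, pin-transferred) preincubated 10 min at room temperature with a 500nM (2x) first reagent, then RGS4 at 900nM (2x) plus Transcreener GDP mix added; fluorescence polarization (620/688 nm) read before and after 90 min at 30 °C.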
# HP1b chromo inh = HTS for Inhibitors of HP1-beta Chromodomain Interactions with Methylated Histone Tails; Chromobox protein homolog 1 (Homo sapiens), P83916; AlphaScreen HP1-beta / biotin-H3K9me3 peptide binding; Potency, µM (highest dose often 114 µM), for inactives: at the top dose activity change, negative = inhibition, hits mostly inhibitors; actives 0.56% (n = 390,000); AID 540317, 2011; further: potency means the concentration at half of the fitted maximal effect; nearly all actives have a fitted effect of over 70% in size; inactives centre near 23
#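 Compound inhibition of the preformed complex between 50 nM HP1-beta and 50 nM biotinylated H3K9me3 peptide was read by AlphaScreen. Buffer was PBS pH 7.4 with 0.01% Tween-20. Incubations ran 30 min at room temperature, with 10 ug/mL donor/acceptor beads.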
# ERG Ets-DNA blk = qHTS for Small Molecule Inhibitors of the ERG Ets/DNA interaction; Potency, µM (doses to about 76.9 µM), inactives show at the top dose FP activity, negative = inhibition, usual class: inhibitors; fluorescence polarization, His-ERG Ets domain / labelled DNA; actives 0.028% (n = 370,000); Transcriptional regulator ERG (Homo sapiens), P11308; active means well fitted inhibition curve with a large enough effect in the polarisation, with a control signal flat; inconclusive means small, poorly fitted or top-dose-only effect, or effect the other way, or a change in a side signal; inactive means no such curve, though single readings can be large or run the other way; the % refers to the polarisation;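 further: polarization taken with two DNA probes labelled with fluorescein and Texas red; potency means the concentration at half of the fitted maximal effect; % of control where 0% means no effect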
#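 His-tagged ERG Ets domain (1 uM in the protein solution; 300mM KCl, 50mM Tris-HCl, 1mM EDTA, 1mM DTT, pH 7.5) received compound, then a probe mix of 5 nM fluorescein-DNA and 100nM Texas-615-DNA. Fluorescence polarization was read for both dyes.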
# G9a block = qHTS Assay for Inhibitors of Histone Lysine Methyltransferase G9a; Histone-lysine N-methyltransferase EHMT2 (Homo sapiens), Q96KQ7; G9a H3K9 monomethylation, AlphaScreen, 2 h; Potency, µM (top dose mostly 102 µM), for inactives: at the top dose activity, negative = inhibition, usual class: inhibitors; actives 8.8% (n = 350,000); AID 504332, 2011; further: potency means the concentration at half of the fitted maximal effect; on the % scale 0 is the no-effect control and ±100 the full control effect; nearly all actives have a fitted effect of over 75% in size
#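 Readings reflect AlphaScreen signal from monomethyl-H3K9 antibody detection. HMT at 20 nM; substrate b-H3K9 500 nM; cofactor SAM 20 uM; 2 h RT reaction; compounds tested as titrations in qHTS with 15 min preincubation.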
# GLS inhibitor = qHTS for Inhibitors of Glutaminase (GLS) | Glutaminase kidney isoform, mitochondrial (Homo sapiens), O94925 | GLS enzymatic activity, qHTS titration | Potency, µM (doses to about 45.5 µM), for the others: at the highest dose activity change, negative = inhibition, hits mostly inhibitors | actives 0.21% (n = 410,000); further: potency means the concentration at half of the fitted maximal effect; on the % scale 0 is the no-effect control and ±100 the full control effect
#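 hKGA; 45 mM KH2PO4 pH 8.2 + 0.02% Tween-20; cpd via pin tool; 1 mM Gln soln; GluOx/HRP/Amplex Red; RT 30 min; fluor. t0 & final.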
# JMJD2A Tudor = qHTS Assay for Inhibitors of JMJD2A-Tudor Domain; Potency, µM (doses to about 114 µM), inactives show at the highest dose activity change, negative = inhibition, usual class: inhibitors; AID 504339, 2011; actives 4.4% (n = 390,000); AlphaScreen JMJD2A-Tudor / H3K4me3 peptide binding; further: potency means the concentration at half of the fitted maximal effect; on the % scale 0 is the no-effect control and ±100 the full control effect; nearly all actives have a fitted effect of over 50% in size
# Target sequence (O75164 whole entry, looked up, the tested form may be a part): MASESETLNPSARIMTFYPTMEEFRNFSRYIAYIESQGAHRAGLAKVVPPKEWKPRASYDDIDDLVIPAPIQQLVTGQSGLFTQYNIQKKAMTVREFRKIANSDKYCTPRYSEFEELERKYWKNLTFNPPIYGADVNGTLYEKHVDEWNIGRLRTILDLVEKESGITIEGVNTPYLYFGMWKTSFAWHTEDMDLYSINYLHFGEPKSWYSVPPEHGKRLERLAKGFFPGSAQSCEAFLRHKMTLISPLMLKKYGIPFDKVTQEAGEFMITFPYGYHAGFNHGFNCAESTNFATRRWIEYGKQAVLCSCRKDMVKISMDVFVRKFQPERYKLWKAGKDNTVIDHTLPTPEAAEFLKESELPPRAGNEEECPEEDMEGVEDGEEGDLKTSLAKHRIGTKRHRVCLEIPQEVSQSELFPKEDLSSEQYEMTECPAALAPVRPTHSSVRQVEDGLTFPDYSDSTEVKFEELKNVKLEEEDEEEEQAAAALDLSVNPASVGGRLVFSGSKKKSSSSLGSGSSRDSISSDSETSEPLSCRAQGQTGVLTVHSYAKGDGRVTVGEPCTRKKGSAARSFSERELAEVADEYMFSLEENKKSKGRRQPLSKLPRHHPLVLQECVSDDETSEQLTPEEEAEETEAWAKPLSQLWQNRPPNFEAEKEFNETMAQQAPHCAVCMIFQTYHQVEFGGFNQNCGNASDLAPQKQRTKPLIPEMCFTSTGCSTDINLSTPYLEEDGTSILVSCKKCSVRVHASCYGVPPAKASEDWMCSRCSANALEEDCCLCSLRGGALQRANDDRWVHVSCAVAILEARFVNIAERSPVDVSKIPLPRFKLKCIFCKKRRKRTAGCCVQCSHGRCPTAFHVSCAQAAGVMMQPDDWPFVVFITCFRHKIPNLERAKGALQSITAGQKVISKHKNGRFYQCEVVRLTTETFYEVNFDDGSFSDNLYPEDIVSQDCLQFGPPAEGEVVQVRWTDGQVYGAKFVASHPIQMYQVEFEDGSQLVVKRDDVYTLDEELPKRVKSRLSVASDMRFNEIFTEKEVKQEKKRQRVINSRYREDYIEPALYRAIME
# PI4K2A block = qHTS for small molecular inhibitors of PI4K2A; Phosphatidylinositol 4-kinase type 2-alpha (Homo sapiens), Q9BTU6; purified PI4K2A, ADP-Glo luminescence, 1 h; active compounds read low; activity change, negative = inhibition, % at 76.9 µM; actives 0.13% (n = 420,000); AID 1346378, 2018; in the data active means activity change below about -50%; inconclusive means mostly about -30% to -49%;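 further: -100% = wells without enzyme as full effect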
#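 In this quantitative HTS, ADP production by PI4K2A was quantified luminescently after 1 h at ambient temperature; 100 microM adenosine served as plate-quality control.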
# ALOX12 inh = Primary qHTS assay for inhibitors of human arachidonate 12S-lipoxygenase (ALOX12): Round 2; Polyunsaturated fatty acid lipoxygenase ALOX12 (Homo sapiens), P18054; purified 12hLO, xylenol orange hydroperoxide absorbance; Potency, µM (doses to about 108 µM), without a hit: top-dose activity change, negative = inhibition, usual class: inhibitors; actives 1.1% (n = 580,000); AID 1671190, 2021; further: potency means the concentration at half of the fitted maximal effect; on the % scale 0 is the no-effect control and ±100 the full control effect
#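 Purified human 12hLO (150 nM final) in 25 mM Hepes, 0.01% Triton X-100, pH 7.0 was preincubated 15 min at room temperature with compound. Then 40 uM arachidonic acid was added, 30 min. Hydroperoxide was read by Fe-XO absorbance ratio 573/405 nm.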
# * = called active by the depositor; ? = inconclusive; . = no result given; & = joins results of further samples; [ ] = remark or other dose. Unless noted, the call rests on the fitted dose curve; in most records, active means well fitted curve in the direction sought with a large enough effect; inconclusive means small, poorly fitted or top-dose-only effect, or another doubt; inactive means no such curve, though single readings can be large; an effect the other way counts as inactive or inconclusive. These rows are one share of the data; rates above refer to the full screens.
SMILES,BAZ2B block,RGS4 inhibitor,HP1b chromo inh,ERG Ets-DNA blk,G9a block,GLS inhibitor,JMJD2A Tudor,PI4K2A block,ALOX12 inh
Cc1ccn2c(=O)cc(COc3ccc(NC(=O)C(C)(C)C)cc3)nc2c1,4%,-10%,30%[57 µM],-2%,10%[59 µM],-3%,6%,-1,0%
CC(CC(=O)Nc1cccc(Cl)c1)c1ccccc1 (stereo not drawn),11%,4%,61%[activator],10%,11%[59 µM],5%,16%,-7,?
CN(c1ccc(OCC(=O)Nc2cc(Cl)ccc2C(=O)O)cc1)S(=O)(=O)c1ccc(F)cc1,.,-16%,1%,-10%,.,-18%,-35%,-5,279%[activator]
Cc1ccnc(NS(=O)(=O)c2ccc(NC(=O)c3snnc3C)cc2)n1,-13%[57.1 µM],-23%,16%,6%,28%,0%,-14%,2,5%
COc1cccc(CNC(=O)CN(c2ccc(C(C)C)cc2)S(=O)(=O)c2c(C)noc2C)c1,-2%,14%&16%,21%&22%,-13%&-16%,-7%[59 µM],3%&1%,-9%&-9%,2&4,0%&-15%
COc1ccccc1-c1noc(CCC(=O)Nc2ccc(C)cc2C)n1,-7%,-28%,18%,2%,?,-9%,-18%,-1,?
CC(=O)Nc1c2c(nn1-c1ccccc1C)CSC2,-12%[57.1 µM],-4%,18%,3%,8%,-3%,-5%,-1,6%
O=S(=O)(c1ccccc1S(=O)(=O)N1CCCCC1)N1CCCCC1,3%,-18%,15%,6%,5%,-2%,0%,-7,26%
O=C(c1ccc(S(=O)(=O)Nc2ccccc2F)cc1)N1CCCC1,5%,-10%,24%,-7%,2%,4%,7%,-2,?
CCc1ccc(OCc2nnc(SCC(=O)NCC3CCCO3)n2C)cc1 (stereo not drawn),5%,3%,20%,28%,15%,-1%,-13%,3,-8%
CCCCCCCCCNC(=O)[C@H](NC(=O)COc1ccccc1)[C@@H]1NC(C(=O)OC)C(C)(C)S1 (stereo partly drawn),.,7%,23%,-3%,.,4%,-23%,-1,-6%
O=C(/C=C/c1ccccc1Cl)Nc1nc(-c2cccs2)ns1,0%,-27%,26%,2%,4%[59 µM],8%,-11%,0,-11%
Cc1ccc(-c2nc3ccccc3[nH]2)cc1NC(=O)c1sc2cc(Cl)ccc2c1Cl,-2%,?,22%,-5%,19%[59 µM],16%,-19%,-3,?
CCOC(=O)c1cnn(-c2cccc(F)c2)c1C1CCNCC1,.,7%,24%,0%,-50%[59 µM],0%,-8%,2,-10%
O=C(NCc1ccccc1F)c1ccc2ccccc2n1,2%,2%,17%,13%,11%,0%,17%,4,7%
O=C(Nc1ccc(F)cc1)C1CCN(S(=O)(=O)c2cccc3nonc23)CC1,2%,-6%,29%,11%,-15%,-12%,-11%,-2,-1%
Cc1cccc(NC(=O)C(CCC(N)=O)NC(=O)OCc2ccccc2)c1 (stereo not drawn),-8%,-15%,6%,1%,0%[59 µM],-6%,-4%,0,-10%
Cc1noc(C)c1C(=O)N1CCN(c2cccc(Cl)c2)CC1,3%,2%,7%,5%,9%,-5%,-16%,4,1%
OC(c1ccccc1)c1nc2ccccc2s1 (stereo not drawn),-1%,-17%[11.4 µM],-15%,-9%,-5%[59 µM],1%,-21%[11.4 µM],-2,0%
COc1ccc(S(=O)(=O)N2CCOCC2)cc1C(=O)NCC(c1ccco1)N1CCCC1 (stereo not drawn),-3%,-8%,40%[activator],-4%,0%[12.7 µM],3%,-14%,-3,190%[activator]
C#CCOCCOCCOCCNc1nc(N2CCOCC2)nc(N2CCN(C(=O)Cn3cc(CCCCN)nn3)CC2)n1,.,-23%,30%,-3%,.,-6%,0%,-1,?
CC(C)N(C(=O)c1sc2cc([N+](=O)[O-])ccc2c1Cl)C(C)C,-32%,-21%,-9%,8%,?,-4%,-19%,-1,16%
COc1ccc(CCn2c(=S)[nH]c3cc(C(=O)NCc4ccco4)ccc3c2=O)cc1OC,-25%,-13%,31%[activator],3%,-12%[59 µM],-9%,?,3,.
COC(=O)N1C(=O)[C@](c2ccc(Cl)cc2)(C(C)C)N1C(=O)OC,3%,-47%,101%[activator],4%,.,3%,-3%,-28,?
COc1cc(C(=O)Nc2ccc(S(=O)(=O)Nc3nccc(C)n3)cc2)cc(OC)c1OC,7%,-17%,16%,-2%,-18%[12.7 µM],0%,7%,-6,1%
Cc1ccccc1S(=O)(=O)N1C[C@H]2CON(C)[C@H]2C[C@H]1c1cccc(N2CCOCC2)c1,.,-9%,31%,-8%,.,9%,-9%,-2,-19%
O=C(CCc1nc(-c2ccccc2)no1)NC1CCCCCC1,-3%,7%,21%,-3%,16%[59 µM],-3%,-4%,2,0%
Oc1c(C=C2N=c3ccccc3=N2)sc(=S)n1-c1ccc(F)cc1,-6%&-1%,-41%&-38%,9%,-3%&26%,?,-2%&8%,-26%&-31%,-6&-3,-20%&-5%
Cc1ccc(NC(=O)Cn2cc3c(n2)CCCC3)c(C)c1,-2%,-19%,28%,8%,-4%[59 µM],-8%,-12%,-1,-10%
CCOC(=O)c1ccc(NC(=O)CSc2nnc(C3CCCCC3)n2C)cc1,4%,23%[56.9 µM],57%[activator],5%,21%[59 µM],0%,-15%[57.1 µM],-7,62%[activator]

# 2 entries from above, tab-delimited:
Compound	BAZ2B block	RGS4 inhibitor	HP1b chromo inh	ERG Ets-DNA blk	G9a block	GLS inhibitor	JMJD2A Tudor	PI4K2A block	ALOX12 inh
COc1ccc(CCn2c(=S)[nH]c3cc(C(=O)NCc4ccco4)ccc3c2=O)cc1OC	-25%	-13%	31%[activator]	3%	-12%[59 µM]	-9%	?	3	.
COC(=O)N1C(=O)[C@](c2ccc(Cl)cc2)(C(C)C)N1C(=O)OC	3%	-47%	101%[activator]	4%	.	3%	-3%	-28	?

# Other results:
SMILES,BAZ2B block,RGS4 inhibitor,HP1b chromo inh,ERG Ets-DNA blk,G9a block,GLS inhibitor,JMJD2A Tudor,PI4K2A block,ALOX12 inh
Cc1cc(-c2n[nH]c(=S)n2/N=C/C=C/c2ccco2)n[nH]1,50µM*,-32%,4%,-3%,2.5µM*,?,2.8µM*,0,?
Cc1ccc(CN(C(=O)COc2ccc(C)c(C)c2)C2CCS(=O)(=O)C2)o1 (stereo not drawn),-21%[57.1 µM],-46%[56.9 µM],-8%&-6%,-16%&-2%,-9%,17%&-8%,?,3&0,11%&-23%
COc1ccc(CCN=CC2=C(O)CC(C)(C)CC2=O)cc1,5%,-13%,14%,1%,2%[59 µM],8%,-13%,7,1%
CC(C)NC(=S)N1CCN(c2ncccn2)CC1,2%,11%,35%,-1%,11%[59 µM],0%,-10%,4,4%
O=C1OC(c2ccc(F)cc2)=C/C1=C\c1ccc(O)cc1,-4%,-43%,7%,6%,35µM*,2%,-16%,-3,?
COc1cc(/C=C/C(=O)OCC(=O)Nc2c(C)n(C)n(-c3ccccc3)c2=O)ccc1O,-4%,-23%,29%,-8%,-17%,5%,-12%,1,7%
Cc1ccc(OCCCn2c(=O)oc3ccccc32)cc1,56%[activator],4%,101%[activator],0%,252%[activator],11%,50%[activator],-4,14%
CCCCCOc1ccc(/C=c2\sc3nc(=O)c(-c4ccccc4)nn3c2=O)cc1OC,-5%,-25%,2%,2%,-9%[59 µM],6%,-4%,0,4%
COc1ccc(OC)c(C2c3c(oc4ccc(C)cc4c3=O)C(=O)N2CCCN(C)C)c1 (stereo not drawn),-3%,18%,30%,-2%,9%[59 µM],1%,-8%,4,0%
COc1c2occc2c(OC)c2c(=O)cc(C(F)(F)F)oc12,10%,5%,26%,0%,23%[59 µM],2%,4%,-5,131%[activator]
O=C1C2CCCCN2C(=O)N1CCCN1CCN(c2cccc(C(F)(F)F)c2)CC1 (stereo not drawn),.,-14%,57%[activator],-15%,.,-13%,-14%,5,?
COCCCNC(=O)CN1C(=O)/C(=C/c2ccccc2C)Sc2ccccc21,?,-9%,31%,11%,-11%[59 µM],-3%,-16%,1,-8%
CCOC(=O)CSc1nc2c(sc3cccc(F)c32)c(=O)n1Cc1ccc(OC)cc1,2%,36%,25%,-8%,16%[59 µM],0%,-19%,-4,-23%
CCOC(=O)C(C)c1nn(C)c(=O)c2ccccc12 (stereo not drawn),5%,-35%,76%[activator],3%,8%,-11%,-6%,3,31%[activator]
C[C@H](NC(=O)c1[nH]cnc1C(=O)Nc1ccccc1)c1ccccc1,10%,20%,27%,8%,-4%[0.501 µM],1%,-24%,-3,3%
O=C(NCc1ccccc1)C1Nc2ccc(OC(F)(F)F)cc2C2C=CCC12 (stereo not drawn),.,-12%,16%,2%,.,-4%,-31%,-3,-24%
CC(C)(C)OC(=O)N1CCCC1C(=O)O (stereo not drawn),-5%,-11%,55%,-2%,0%[59 µM],4%,-10%,-3,0%
Cc1occc1C(=O)NNC(=O)c1ccccc1[N+](=O)[O-],-3%,32%,17%,3%,.,24%,-7%,1,17%
